MLL CXXC-DNA inh = blocks binding of human MLL CXXC domain to DNA; Q03164; MLL-CXXC / FITC-HOXA9 DNA fluorescence polarization; Potency, µM (doses to about 115 µM), without a hit: at the top dose activity change, negative = inhibition, actives largely listed as inhibitors; 290,000 compounds, 0.037% hits; AID 2662; active = well fitted inhibition curve with a large enough effect in the polarisation, with a control signal flat, not every such curve was filed as active; inconclusive = small, poorly fitted or top-dose-only effect, or effect the other way, or a change in a side signal; inactive = no such curve, though single readings can be large or run the other way; the % refers to the polarisation; also: potency is read from the fitted curve at half-maximal effect
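Steps: dispense CXXC domain solution (7 uM) → pin compounds or unlabeled HOX-A9 DNA control → 5 min ambient → add FLSN-HOX-A9 solution (50 nM) → spin → 30 min ambient → fluorescence polarization. Tris pH 7.5/NaCl/DTT/BSA buffer.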
KCNH2 WT inh = KCNH2 (human, wildtype) channel inhibition | 340,000 compounds, 0.37% hits | U2OS, BacMam KCNH2, thallium flux FluxOr; active compounds read low | AID 720551 | Q12809 | activity change, % at 1.84 µM;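 active = maximum activity change below -70%; inconclusive = maximum activity change between -70% and -50%; inactive = maximum activity change above -50%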; also: % is scaled to controls: 0 for no effect and ±100 for the full control effect
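U2OS cells were transduced with wild-type KCNH2 virus (2.03 x 10^8 / mL) for 4 h at room temperature, then cultured overnight at 37 C. Thallium flux was read with FluxOr dye. Rate constants were normalized to DMSO controls.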
FBPA coupling cs = inhibits coupling enzyme system, counter-screen for aldolase hits; coupling enzyme system counterscreen, AmpLite Red fluorescence; activity change, negative = inhibition, % at 58.2 µM, hits read low; 290,000 compounds, 0.67% hits; AID 2472; in the data active = activity change below about -30%; also: % is scaled to controls: 0 for no effect and ±100 for the full control effect
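Compounds tested against the coupling enzymes alone at 57.5 uM final; readout was AmpLite Red fluorescence (525/598 nm) after 20 min at RT.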
Giardia killer = Giardia lamblia killing; Giardia lamblia trophozoite viability; 340,000 compounds, 0.15% hits; activity change, % at 7.66 µM, hits read low; AID 540267; in the data active = activity change below about -80%; inconclusive = between about -30% and that limit;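 also: parasites exposed to compound for two days anaerobically before the ATP read; % is scaled to controls: 0 for no effect and ±100 for the full control effect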
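Trophozoite viability was measured as ATP-dependent luminescence, read 15-30 min after reagent addition. Before that, parasites at 100 cells/well were exposed to compounds for 48 h, anaerobically, at 37 deg C.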
KCNH2 3.1 block = inhibitors of human KCNH2 3.1 potassium channel isoform; activity change, % (tested at about 1.8 µM); U2OS KCNH2 3.1, thallium flux FluxOr; active compounds read low; 340,000 compounds, 0.95% hits;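 active = maximum activity change below -70%; inconclusive = maximum activity change from -70% to -50%; inactive = maximum activity change above -50%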;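 also: thallium influx rate constant from kinetic fluorescence after stimulation buffer; % is scaled to controls: 0 for no effect and ±100 for the full control effect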
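Measured as rate of thallium-driven FluxOr signal in transduced U2OS cells carrying the 3.1 channel, read kinetically for 2 min upon stimulation; values are rate constants scaled to DMSO control wells.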
USP2a inh = USP2a (human) protease inhibition. Potency, µM (highest dose often 38.3 µM), inactives show at the top dose activity change, negative = inhibition, actives largely listed as inhibitors. O75604. 330,000 compounds, 0.01% hits. USP2 core, Ub-CHOP2 coupled fluorogenic reporter, 485/531;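 also: potency is read from the fitted curve at half-maximal effect; plate controls were DMSO wells for no effect and full inhibition by NEM control for full effect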
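Deubiquitinase activity read as fluorescence (485/531 nm) after Ub-CHOP2 cleavage activates the enterokinase reporter on its substrate; USP2 core 10nM, Ub-CHOP2 and substrate 25nM each, 30min compound preincubation then 60min RT; data normalized to NEM, curves fitted.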
TRPV1 agonist = agonists of human vanilloid receptor 1 (TRPV1); TRPV1-expressing cells, Fluo-8 calcium influx, agonist mode; activation, % at 8.33 µM; 320,000 compounds, 0.19% hits; AID 540275; in the data active = activation above about 80%; inconclusive = between about 30% and that limit; also: 0% is about no effect
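Fluo-8 calcium influx in TRPV1-expressing cells, kinetic read (ex 480/em 520 nm). Compound added and read 3 min for agonist activity, followed by capsaicin at EC20 final and 2 min further read for enhancement.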
Menin-MLL TR inh = inhibitors of human menin-MLL interaction, mutant MLL peptide. O00255. Menin + Texas Red MLL mutant peptide, fluorescence polarization. Potency, µM (highest dose often 61.6 µM), for inactives: at the top dose FP activity change, negative = inhibition, hits mostly inhibitors. 270,000 compounds, 0.23% hits. AID 1768; active = well fitted inhibition curve with a large enough effect in the polarisation, with a control signal flat, not every such curve was filed as active; inconclusive = small, poorly fitted or top-dose-only effect, or effect the other way, or a change in a side signal; inactive = no such curve, though single readings can be large or run the other way; the % refers to the polarisation; also: potency is read from the fitted curve at half-maximal effect; % of control where 0% means no effect; many of its hits are not listed in these tables
GALK inhibitor = inhibitors of human galactokinase. 270,000 compounds, 0.007% hits. Purified GALK, Kinase-Glo residual ATP luminescence. Potency, µM (titrated, usually from 57.5 µM), for inactives: top-dose activity change, negative = inhibition, usual class: inhibitors; also: potency is read from the fitted curve at half-maximal effect; % is scaled to controls: 0 for no effect and ±100 for the full control effect
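Kinase-Glo Plus luminescence measured ATP left after a 1 h room-temperature reaction. The reaction used 5 nM GALK, 100 uM galactose and 35 uM ATP at pH 8.0 (20 mM HEPES, 5 mM MgCl2, 60 mM NaCl, 1 mM DTT, 0.01% BSA).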
B2AR arrestin = beta2AR (human) beta-arrestin recruitment activity. beta-arrestin recruitment to beta2AR, cell-based reporter. Potency, µM (doses to about 46.1 µM), inactives show at the top dose activation, usual class: activators. P07550. 330,000 compounds, 0.02% hits. AID 492947;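 also: potency is read from the fitted curve at half-maximal effect; 0% = DMSO controls and full agonism = EC100 isoproterenol or metaproterenol; nearly all actives have a fitted effect of over 65% in size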
Target sequence (P07550 whole entry, looked up): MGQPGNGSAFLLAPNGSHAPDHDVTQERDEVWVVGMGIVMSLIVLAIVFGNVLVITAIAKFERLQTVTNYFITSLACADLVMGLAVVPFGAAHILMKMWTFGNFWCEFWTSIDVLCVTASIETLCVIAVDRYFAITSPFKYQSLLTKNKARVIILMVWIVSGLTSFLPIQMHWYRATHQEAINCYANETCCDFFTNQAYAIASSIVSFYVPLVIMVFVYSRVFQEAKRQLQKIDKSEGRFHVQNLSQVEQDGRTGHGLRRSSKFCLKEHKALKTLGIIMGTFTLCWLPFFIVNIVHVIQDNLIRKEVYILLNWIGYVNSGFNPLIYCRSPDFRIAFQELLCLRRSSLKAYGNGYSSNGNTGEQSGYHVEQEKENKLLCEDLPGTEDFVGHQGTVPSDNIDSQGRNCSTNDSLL
PKM2 act = increases activity of human pyruvate kinase M2; purified PKM2, Kinase-Glo ATP luminescence, activation; response scale: 0% is enzyme alone, no compound; Potency, µM (highest dose often 57.5 µM), without a hit: at the top dose activation, usual class: activators; P14618; 260,000 compounds, 0.34% hits; AID 1631; also: potency is read from the fitted curve at half-maximal effect; % is scaled to controls: 0 for no effect and ±100 for the full control effect; nearly all actives have a fitted effect of over 55% in size
Target sequence (P14618 whole entry, looked up): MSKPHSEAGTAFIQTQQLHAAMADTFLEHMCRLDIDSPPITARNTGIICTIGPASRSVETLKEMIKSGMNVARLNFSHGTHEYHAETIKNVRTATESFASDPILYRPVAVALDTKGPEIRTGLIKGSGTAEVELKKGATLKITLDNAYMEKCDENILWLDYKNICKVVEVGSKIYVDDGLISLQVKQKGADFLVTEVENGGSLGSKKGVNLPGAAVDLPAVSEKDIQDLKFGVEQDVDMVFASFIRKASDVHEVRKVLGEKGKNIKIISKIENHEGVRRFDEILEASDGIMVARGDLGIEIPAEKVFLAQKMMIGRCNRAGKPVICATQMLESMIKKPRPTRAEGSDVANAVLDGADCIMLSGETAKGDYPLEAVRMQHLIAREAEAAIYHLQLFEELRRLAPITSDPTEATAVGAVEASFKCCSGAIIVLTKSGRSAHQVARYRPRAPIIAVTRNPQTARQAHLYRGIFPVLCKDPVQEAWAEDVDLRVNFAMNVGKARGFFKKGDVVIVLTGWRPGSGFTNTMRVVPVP
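Kinase-Glo luminescence reports ATP generated from ADP (0.1 mM) and PEP (0.5 mM) by purified hPK-M2 after 1 h at room temperature, pH 7.2 imidazole buffer; intermediate enzyme activity allows detecting inhibitors and activators.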
Active calls of the source: *; ? = inconclusive; · = no result given; [ ] = another dose, or the depositor's remark. Unless noted, calls follow the shape of the dose curve; as a rule, active = well fitted curve in the direction sought with a large enough effect; inconclusive = small, poorly fitted or top-dose-only effect, or another doubt; inactive = no such curve, though single readings can be large; an effect the other way counts as inactive or inconclusive. An excerpt; rates above refer to the full screens.

SMILES	MLL CXXC-DNA inh	KCNH2 WT inh	FBPA coupling cs	Giardia killer	KCNH2 3.1 block	USP2a inh	TRPV1 agonist	Menin-MLL TR inh	GALK inhibitor	B2AR arrestin	PKM2 act
CC(C)=CCN1CCNC(=O)C1CC(=O)NCc1nc(C)c(C)s1 (stereo not given)	3%	11	-1	5	8	-2%	0	-27%	2%	-0.5%	-4%
COc1ccc(Nc2c3ccccc3nc3ccccc23)cc1	?	-6	0	4	-38	-2%	9	-7%	-1%	3.5%	1%
CCCN1C(=O)c2cc(C(=O)NC3CCCCCC3)ccc2C1O (stereo not given)	-1%	-13	1	-14	-7	-1%	1	-10%	0%	0.2%	1%
O=C(/C=C/c1ccco1)NC(=S)Nc1ccc(C(=O)O)cc1	?	-2	-3	28	15	-6%	9	21%	2%	-0.2%	·
CC1(C)Cc2c(sc3nc(-c4cccs4)n(N)c(=O)c23)CO1	6%	0	1	-7	18	0%	2	-9%	7%	0.6%	2%
Cn1c2ccccc2c(=O)n2c(=O)c3ccccc3cc12	?	·	-35*	·	·	0%	-1	11%	?	-0.1%	-33%
COc1ccc(Br)cc1/C=C/C(=O)NCC(=O)O	4%	17	4	27	3	0%	-5	-5%	3%	-0.4%	-8%
CCOC(=O)CSc1nc(C(C)(C)C)cc(C(F)(F)F)c1C#N	-1%	4	3	-3	0	-1%	6	-5%	1%	0.1%	-3%
C/C(=N\N1CCN(c2ccccc2)CC1)c1ccncc1	6%	6	3	-1	-1	-2%	-2	-1%	7%	0.0%	3%
CCn1c(SCC(=O)NCc2cccs2)nnc1-c1cccs1	5%	6	2	10	-5	-2%	-1	0%	0%	-0.3%	8%
Cc1nc2c(-c3ccc(F)cc3)c(C)nn2c(C)c1CCC(=O)NC(C)CCc1ccco1 (stereo not given)	-6%	6	-1	?	2	-2%	11	-1%	-2%	-0.3%	23%
COc1cccc(NC(=O)CN(C)C(=O)CSc2ccc3c(c2)OCCO3)c1	·	22	·	-10	?	1%	11	·	·	-0.6%	·
O=C(/C=C/c1ccc(Cl)cc1)N(c1ccccn1)C1CCCCC1	-7%	-4	-1	8	-26	0%	?	12%	1%	-0.8%	-6%
O=C(COC(=O)Cc1ccc(Br)cc1)NC1CCCC1	·	-2	·	-3	-8	1%	·	·	·	-0.1%	·
CCOCc1c(C(=O)Nc2ccc3nc(N4CCOCC4)sc3c2)oc2ccccc12	·	-14	·	11	-23	0%	2	·	·	0.1%	·
Cc1ccc(CNC(=O)c2cccc(-n3cnnn3)c2)cc1	-8%	4	0	-1	9	0%	3	14%	0%	2.4%	-9%
Cc1ccc(NC(=O)c2cccc(S(=O)(=O)N3CCCc4ccccc43)c2)nc1	·	1	·	-20	-3	2%	21	·	·	-0.7%	·
O=C(N/N=C/c1cccc(OC2CSC2)c1)c1ccccc1O	8%	2	1	-4	2	-1%	?	?	·	0.0%	-7%
Cc1cccc(N(C)S(=O)(=O)c2ccc3c(c2)NC(=O)CC(=O)N3)c1	-4%	·	4	-12	2	7%	0	-2%	1%	-0.4%	5%
O=C(CSc1ncnc2c1nnn2Cc1ccccc1F)NCC1CCCO1 (stereo not given)	8%	-10	3	0	4	0%	2	2%	-2%	-0.8%	10%
CN(C)c1ccc(NC(=O)CSc2nnc(-c3cccs3)n2Cc2ccco2)cc1	-17%	3	0	-6	·	1%	-7	0%	-2%	-0.2%	-2%
O=C(Cc1ccccc1)NNC(=O)C1CCN(c2ncccn2)CC1	0%	-5	5	-2	-3	-1%	3	15%	0%	0.0%	-1%
CCn1nc(C)c(C2C(C#N)=C(N)Oc3n[nH]c(C)c32)c1C (stereo not given)	-4%	-3	1	-2	-18	0%	-6	-11%	0%	-0.9%	-1%
O=S(=O)(c1ccc(SCc2cccc(Cl)c2)nc1)N1CCCC1	·	0	·	-9	-18	-1%	18	·	·	-1.3%	·
Cc1cc(NC(=O)C(C)SCC(=O)N(C)CC(=O)Nc2ccc(F)cc2)no1 (stereo not given)	·	6	·	3	4	-1%	-2	·	·	-1.1%	·
Following part
SMILES	MLL CXXC-DNA inh	KCNH2 WT inh	FBPA coupling cs	Giardia killer	KCNH2 3.1 block	USP2a inh	TRPV1 agonist	Menin-MLL TR inh	GALK inhibitor	B2AR arrestin	PKM2 act
CCC1(c2ccccc2)NC(=O)N(CC(=O)Nc2ccc3c(C)cc(=O)oc3c2)C1=O (stereo not given)	·	10	·	24	10	1%	2	·	·	-0.1%	·
CSc1cccc(NC(=O)c2cc(S(=O)(=O)N3CCCCC3)c[nH]2)c1	24%	-3	0	-21	-8	1%	5	-7%	·	0.4%	-2%
COC(=O)C1=C(C)N=C2SC(C#N)=C(N)N2C1c1ccc(OCc2ccccc2)cc1 (stereo not given)	4%	3	-1	8	1	-8%	-2	?	2%	4.7%	-2%
O=C(NC(Cc1ccccc1)C(=O)N1CCCC(C(F)(F)F)C1)c1ccccc1 (stereo not given)	·	6	·	-1	-1	-1%	?	·	·	-0.2%	·
Cc1cccc(OCC(=O)NNC(=O)c2cc(S(=O)(=O)N(C)C)ccc2N2CCCC2)c1	·	-2	·	-6	1	0%	-1	·	·	-0.5%	·
CC(Sc1nnc(-c2ccco2)n1N)C(=O)NC1CCCCC1C (stereo not given)	·	2	·	7	36	3%	0	·	·	-0.3%	·
COc1ccc(NC(=O)CN(C)C(=O)c2ccccc2CCc2ccccc2)cc1	·	-6	·	-25	-17	1%	17	·	·	-0.2%	·
Cc1ccc(N(CC(O)CN2CCCC2)S(=O)(=O)c2ccccc2)cc1 (stereo not given)	2%	6	1	-9	17	-2%	6	-14%	0%	0.4%	-1%
COc1ccc(-c2nn(-c3ccccc3)cc2/C=N/O)cc1	55%[activator]	13	2	9	-15	0%	14	?	0%	-0.3%	·
COC(=O)c1ccc(S(=O)(=O)N2CCN(C)CC2)n1C	2%	2	0	-13	16	-3%	-1	·	·	-0.8%	-1%
COc1ccc(N(CC(=O)Nc2ccccc2OC)S(=O)(=O)c2ccccc2)cc1Cl	7%	4	1	0	-36	-6%	13	3%	-3%	-0.1%	0%
COc1ccccc1CN1CCN(Cc2nc(-c3ccc(C)cc3)oc2C)CC1	4%	-9	2	26	-4	-2%	4	?	-4%	-0.5%	-1%
Cc1ccc(CNC(=O)CSc2nc3[nH]ncc3c(=O)[nH]2)cc1	-8%	-3	1	15	-3	-1%	0	11%	-3%	5.8%	-2%
COc1ccc(/C=[N+](\[O-])C2N(c3ccccc3)C(=S)SC2(C)C)cc1OC (stereo not given)	-5%	0	3	-5	8	6%	1	·	0%	-0.8%	0%
Cc1cc2ccc3ccccc3c2cc1CN(C)C	-3%	18	-5	3	-1	1%	8	·	2%	-0.1%	-2%
Cc1ccc(-c2cc(-c3ccc(Cl)cc3)c(C#N)c(N)n2)o1	14%	6	-4	-4	4	-2%	4	?	-2%	3.7%	?
O=C(Nc1ccc(S(=O)(=O)Nc2nccs2)cc1)c1c(F)c(F)c(F)c(F)c1F	-15%	10	3	6	14	3%	3	35%[activator]	-3%	-0.3%	4%
COc1ccc(Cl)cc1NC(=O)CSc1nc2ccsc2c(=O)n1CC1CCC(C(=O)O)CC1 (stereo not given)	-4%	-4	·	?	17	0%	-4	·	3%	-0.6%	·
CCOC(CC(=O)NNC(=O)c1c(-c2c(Cl)cccc2Cl)noc1C)OCC	-13%	-4	-1	-23	-3	-1%	-1	·	1%	-0.3%	-9%
O=C(NNC(=O)c1cccnc1)Nc1ccc(Cl)c(Cl)c1	4%	0	-2	-10	-36	0%	3	13%	-3%	-0.1%	0%
Cc1ccc2c(C)c(C(=O)Nc3c(C)n(C)n(-c4ccccc4)c3=O)oc2c1C	2%	-9	2	-13	-4	2%	-2	-14%	2%	-1.0%	7%
COc1ccc(N2CCN(c3nccs3)CC2)cc1	-7%	3	-1	13	9	0%	?	-9%	1%	0.3%	0%
O=[N+]([O-])c1ccc(C2(O)CN(c3ccccc3)C3=[N+]2CCS3)cc1 (stereo not given)	19%	4	1	-19	-22	3%	-5	-16%	0%	-0.3%	-1%
CC(NC(=O)c1cc(S(=O)(=O)N2CCOCC2)ccc1N1CCCC1)c1ccc(Cl)c(Cl)c1 (stereo not given)	·	8	·	2	-25	-6%	2	·	·	0.3%	·
Cc1ccc(-c2nn3c(C)nnc3c3ccccc23)cc1S(=O)(=O)N1CCN(CCO)CC1	-3%	7	5	1	-24	5%	-1	?	1%	0.1%	2%
